Assay outcomes from PubChem.
All columns: NCI-60 one-dose screen, growth in % after 48 h at 10 µM unless noted; 100 = growth as untreated, 0 = no growth, -100 = all killed.
BT-549: BT-549 breast cancer. hit rate 4.4% among 78,000
MDA-MB-468: MDA-MB-468 breast cancer. hit rate 8.5% among 78,000
T-47D: T-47D breast cancer; hit rate 5% among 79,000; AID 1794792
MOLT-4: MOLT-4 leukemia cells; AID 1794779; hit rate 6.9% among 80,000
K-562: K-562 leukemia | AID 1794777 | hit rate 7.4% among 78,000
SR: SR leukemia cells. hit rate 8.7% among 73,000
MCF7: MCF7 breast cancer | hit rate 6.3% among 82,000
MDA-MB-231: MDA-MB-231 breast cancer | hit rate 5% among 81,000 | AID 1794789
* hit, by the source's call; x = no result given. How the source made its calls: active means growth percent below 10; inactive means the rest.

SMILES | BT-549 | MDA-MB-468 | T-47D | MOLT-4 | K-562 | SR | MCF7 | MDA-MB-231
COc1c(OC(C)=O)cc2c(c1OC(C)=O)C1O[C@H](COC(C)=O)[C@@H](OC(C)=O)[C@H](OC(C)=O)[C@H]1OC2=O (stereo partly drawn) | 95 | 81 | 95 | 98 | 100 | 88 | 90 | 125
O=[N+]([O-])c1cccc(-c2nnc(CSc3nnc(-c4ccccc4Cl)o3)o2)c1 | 103 | 104 | 90 | 107 | 100 | 101 | 90 | 104
Cn1c(=O)c2c(nc3scc(CNc4cccc(C(F)(F)F)c4)n32)n(C)c1=O | 86 | 61 | 57 | 75 | 65 | 71 | 89 | 67
CN(C)CCC(c1ccccc1)c1cc(Cl)ccn1 (stereo not drawn) | 92 | 95 | 85 | 100 | 99 | 107 | 90 | 87
Nc1ncc(C(=O)O)c(N)n1 | x | 118 | 110 | 96 | 102 | 94 | 94 | 121
COc1ccc(-c2oc3cc(O)c(OC)c(O)c3c(=O)c2OC)cc1O | -4.9* | -27* | 53 | 14 | 8.0* | 7.9* | 19 | 11
COc1ccn2c(C(=O)c3ccc(Br)cc3)cc(C(C)=O)c2c1 | 95 | 82 | 80 | x | x | x | 85 | 77
COc1ccc(NC(=O)Nc2ccc(F)c(C(=O)c3c[nH]c4ncccc34)c2F)cc1 | x | 93 | 101 | 95 | 96 | 89 | 98 | 94
CC1=NC(=S)NC(c2ccccc2)/C1=C1/CC(c2ccc(Cl)cc2)N(c2ccccc2)N1 (stereo not drawn) | 103 | 117 | 105 | 106 | 107 | 104 | 93 | 109
CC1SC(c2ccccc2)N(CCc2cccs2)C1=O (stereo not drawn) | 59 | 29 | 39 | 26 | 43 | 41 | 47 | 54
OC(c1ccccc1)c1ccc(-c2ccccc2)cc1 (stereo not drawn) | 103 | 99 | 111 | 93 | 101 | 98 | 99 | 104
Clc1ccc2c(N3CCN(c4ccnc(Cl)n4)CC3)ccnc2c1 | 82 | 60 | 67 | 75 | 55 | 81 | 70 | 85
COc1cc2c(cc1NC(=O)CCCN1C(=O)c3ccccc3C1=O)oc1ccccc12 | 103 | 85 | 81 | x | 91 | 87 | 90 | 109
NS(=O)(=O)c1cccc(NC(=O)C(=O)C2C(=O)Nc3ccccc32)c1 (stereo not drawn) | 109 | 101 | 112 | 100 | 109 | x | 109 | 96
CCCCOC(=O)Cc1ccc(OC)c(OC)c1 | 101 | 97 | 88 | 95 | 94 | 86 | 98 | 109
CC1OC(CC(=O)O)Cc2c1c(O)c1c(O)cc(-c3cc(=O)c4c(=O)c5c(c(=O)c=4c3=O)CC(CC(=O)O)OC5C)c(O)c1c2O (stereo not drawn) | 110 | x | 101 | 72 | 84 | 82 | 90 | 109
CCN1CCN(CC(=O)Nc2nc3ccc(NCc4ccccc4)cc3s2)CC1 | 90 | 80 | 87 | 96 | 78 | 98 | 95 | 98
Cc1ccc(C2=NN(c3nc(-c4cc5ccccc5oc4=O)cs3)C(c3ccccc3)C2)cc1 (stereo not drawn) | 103 | 60 | 84 | 90 | 104 | 90 | 70 | 70
CCOC(=O)N1CCC(N=C2CSc3nnc(-c4cc(C(F)(F)F)cc(C(F)(F)F)c4)n3N2)CC1 | x | 2.2* | 34 | -2.8* | 28 | x | 14 | 34
CCC(=O)OC1=C(C)SC2=NC(c3ccc(Cl)cc3)=CC(c3ccc(OC)cc3)N21 (stereo not drawn) | 104 | 89 | 93 | 89 | 94 | x | 90 | 127
Cc1cc(C)nc(SCC(=O)Nc2cccc(N=Cc3c(O)ccc4ccccc34)c2)n1 | 83 | 101 | 77 | 78 | 96 | 81 | 84 | 94
CN(CCCCl)Cc1ccccc1 | 116 | 94 | 108 | 97 | 96 | 100 | 93 | 113
CCCCCC1=C(C)C=C(C)CC1(C)C[N+](C)(C)C (stereo not drawn) | 90 | 52 | 88 | 93 | 57 | 94 | 85 | 100
CC#C[C@]1(O)CCC2C3CCC4=CC(=O)CCC4=C3[C@@H](c3ccc(N(C)C)cc3)C[C@@]21C (stereo partly drawn) | 60 | 53 | 35 | 29 | x | 38 | 47 | 49
O[C@H](c1cc(C(F)(F)F)nc2c(C(F)(F)F)cccc12)[C@H]1CCCCN1 | 88 | 80 | 75 | 80 | 81 | 81 | 89 | 71
NS(=O)(=O)c1ccc(CNC(=O)Nc2nc3ccccc3s2)cc1 | 89 | 100 | 82 | 102 | 103 | 101 | 82 | 89
COc1ccc2c(c1)c(-c1nc(-c3c[nH]c4ncccc34)cs1)cn2C(=O)OC(C)(C)C | 104 | 86 | 57 | 78 | 69 | x | 71 | 81
OCC1NCCCC1O (stereo not drawn) | 99 | 90 | 99 | 122 | 118 | 83 | 99 | 105
COc1ccc(-c2nnc(NC(=O)CN3CCN(c4cc5c(cc4F)c(=O)c(C(=O)O)cn5C4CC4)CC3)s2)cc1OC | 105 | 93 | 101 | 93 | 90 | 102 | 106 | 102
Cc1cccc[n+]1CC(=O)c1cccc2ccccc12 | 96 | 96 | 85 | 98 | 100 | 116 | 90 | 119
C#Cc1ccc(NC(=O)Cc2ccc(/C=C/C(=O)c3nccn3C)cc2)cc1 | 71 | 34 | 69 | 41 | 18 | 21 | 21 | 54
CCN(CC)c1nc(/C=C\c2ccc(N(C)C)cc2)c2nccnc2n1 | 94 | x | 73 | 51 | 47 | 49 | 89 | 104
Cc1onc(-c2c(F)cccc2Cl)c1-c1ncc(-c2ccc(Br)cc2)o1 | 41 | 28 | 30 | 17 | 24 | 14 | 21 | 52
COc1ccccc1C(=O)/C=C/c1cc2cccc(OC)c2[nH]c1=O | -3.5* | -44* | 11 | 7.4* | 5.3* | -1.9* | 13 | -0.9*
COc1cc2cc(NC(=O)CN3CCCN(c4ccccc4)C3=O)nc(C)c2cc1OC | 85 | 103 | 68 | 97 | 121 | 80 | 82 | 94
C=C1C(=O)O[C@H]2[C@H]1CC/C(COC(=O)NCc1cc3ccccc3[nH]1)=C\CC[C@@]1(C)O[C@@H]21 | -24* | 19 | -43* | 1.8* | -5.3* | -2.9* | 0.7* | -42*
O=C(O)c1ccccc1C(=O)OCc1ccccc1 | 155 | 94 | 111 | 62 | 54 | 111 | 91 | 117
Nc1nc2c(nnn2Cc2ccc(Cl)c(Cl)c2)c(=O)[nH]1 | 99 | 103 | 84 | 94 | 83 | 92 | 94 | 94
CC1=[O+][B-](F)(F)Oc2cc(C)oc(=O)c21 | 110 | 99 | 102 | 96 | 103 | 95 | 97 | 98
O=C1OCC2=C1C(c1ccccc1)c1cc3c(cc1N2CCO)CCC3 (stereo not drawn) | -1.3* | 15 | 38 | x | x | x | -3.4* | 16
CN(C)CCCOc1c2ccc(Cl)cc2nc2c1oc1ccccc12 | 8.1* | -40* | 13 | -17* | 0.8* | -34* | -19* | -7.6*
CCN1C(=S)N(CC)C2C1N=C(SC)N2/N=C/C=C/c1ccccc1 (stereo not drawn) | 104 | 51 | 75 | 74 | 63 | 62 | 76 | 83
C=C(C)[C@@H]1CC[C@]2(C(=O)O)CC[C@]3(C)[C@H](CC[C@@H]4[C@@]5(C)Cc6cc(Cc7ccc(Cl)cc7)oc6C(C)(C)[C@@H]5CC[C@]43C)[C@@H]12 | 105 | 95 | 88 | 96 | 92 | 84 | 93 | 100
CCCCNc1nc2ccccc2n2c1nc1ccccc12 | 104 | 111 | 88 | 99 | 97 | 89 | 93 | 101
Cc1ccc(C2CC(c3ccc4c(c3)OCO4)=NN2C(N)=S)cc1 (stereo not drawn) | 88 | 98 | 103 | 88 | 84 | 97 | 95 | 90
CCN(CCNc1cc(OC)cc2cccnc12)CCc1ccccc1 | 88 | -25* | x | x | x | x | 0.9* | 71
O=C(Cn1c2ccccc2c2ccncc21)N/N=C/c1cccs1 | 97 | 105 | 82 | 82 | x | 83 | 91 | 91
C#C[C@]1(O)CC[C@H]2[C@@H]3CC=C4c5sc(Nc6cc(C)cc(C)n6)nc5CC[C@]4(C)[C@H]3CC[C@@]21C | -50* | -39* | -36* | 1.3* | 4.7* | 3.1* | -90* | -45*
O=C(O)c1ccc(N/N=C/c2cn(-c3ccc(C(=O)O)cc3)nc2-c2ccc(F)cc2)cc1 | 96 | 99 | 116 | 105 | 103 | 93 | 93 | 103
C#CCOc1ccc(CNC(=O)/C=C/c2ccccc2)cc1OC | 101 | 94 | 92 | 91 | 101 | x | 98 | 102

4 of the compounds above, with two lines to a compound.
Every second line gives: BT-549	MDA-MB-468	T-47D	MOLT-4	K-562	SR	MCF7	MDA-MB-231
> C#C[C@]1(O)CC[C@H]2[C@@H]3CC=C4c5sc(Nc6cc(C)cc(C)n6)nc5CC[C@]4(C)[C@H]3CC[C@@]21C
 : -50*	-39*	-36*	1.3*	4.7*	3.1*	-90*	-45*
> OCC1NCCCC1O (stereo not drawn)
 : 99	90	99	122	118	83	99	105
> CN(C)CCCOc1c2ccc(Cl)cc2nc2c1oc1ccccc12
 : 8.1*	-40*	13	-17*	0.8*	-34*	-19*	-7.6*
> O=C(Cn1c2ccccc2c2ccncc21)N/N=C/c1cccs1
 : 97	105	82	82	x	83	91	91

Continuation:
SMILES | BT-549 | MDA-MB-468 | T-47D | MOLT-4 | K-562 | SR | MCF7 | MDA-MB-231
O=C(Nc1ncc(Cc2ccccc2Cl)s1)c1ccc2nnsc2c1 | 96 | 85 | 61 | 96 | 75 | 87 | 87 | 87
COc1cc(C(=O)Nc2nn(C)c3nc4cc(C)ccc4cc23)cc(OC)c1OC | 112 | 99 | 80 | 93 | 100 | 91 | 83 | 81
Clc1nc2ccccc2cc1Cn1nnnc1SCc1ccccc1 | 67 | 61 | 59 | 77 | 54 | 66 | 83 | 79
O=S(=O)(/N=c1\c2ccccc2cnn1C1=NCCN1S(=O)(=O)c1ccccc1)c1ccccc1 | 100 | 103 | 105 | 100 | 95 | 105 | 97 | 108
O[C@H]1CO[C@H]2[C@@H]1OC[C@@H]2Oc1ccc(Nc2ccnc(Nc3ccc(O[C@H]4CO[C@H]5[C@@H]4OC[C@@H]5O)c(Cl)c3)n2)cc1Cl | 22 | -7.2* | 2.4* | 5.6* | 5.0* | 12 | 15 | 22
O=C(O)c1ccc(OCc2ccccc2)cc1 | 104 | 104 | 84 | 98 | 108 | 100 | 97 | 93
CC12c3ccccc3C(C)(C3C=CC=CC31)C(NS(=O)(=O)c1ccccc1)C2O (stereo not drawn) | 107 | 116 | 95 | 97 | 97 | 94 | 95 | 100
COc1cc(NCC(=O)Nc2cc(Nc3cccc(F)c3)ncn2)c(Cl)c(OC)c1Cl | 106 | 119 | 75 | 94 | 88 | 74 | 84 | 99
Nc1nc(CC(=O)NCc2ccccc2)nn1C(=O)c1ccc(Cl)cc1 | 102 | 105 | 110 | 91 | 92 | 88 | 99 | 110
CC(C)(C)C1CCc2[nH]c(=O)c(C#N)c(C#N)c2C1 (stereo not drawn) | 101 | 93 | 96 | 94 | 92 | 101 | 89 | 97

The last two entries of the part above are carried over, then new ones follow.
SMILES | BT-549 | MDA-MB-468 | T-47D | MOLT-4 | K-562 | SR | MCF7 | MDA-MB-231
Nc1nc(CC(=O)NCc2ccccc2)nn1C(=O)c1ccc(Cl)cc1 | 102 | 105 | 110 | 91 | 92 | 88 | 99 | 110
CC(C)(C)C1CCc2[nH]c(=O)c(C#N)c(C#N)c2C1 (stereo not drawn) | 101 | 93 | 96 | 94 | 92 | 101 | 89 | 97
O=C(Cn1cc(CN2C(=O)c3ccccc3S2(=O)=O)nn1)Nc1ccc(F)cc1F | 98 | 100 | 89 | 95 | x | x | 91 | 102
CC(C)CC1C(=O)N2CCC[C@H]2C2(O)O[C@](NC(=O)C3C=C4c5cccc6[nH]c(Br)c(c56)C[C@H]4N(C)C3)(C(C)C)C(=O)N12 (stereo partly drawn) | x | 20 | 47 | 16 | 35 | 29 | 40 | 46
CCc1cc2n(n1)-c1ncc(C(F)(F)F)cc1Oc1ccccc1-2 | 106 | 100 | 54 | 101 | 91 | 80 | 90 | 87
Clc1ccc(/C=C/c2nc3ccccc3nc2N2CCN(c3ccccc3)CC2)cc1 | 106 | 110 | 97 | 108 | 100 | 103 | 75 | 104
C#CC(O)c1cn(Cc2ccccc2)c2ccccc12 (stereo not drawn) | 96 | 11 | 80 | 96 | 97 | 100 | 91 | 104
O/C(C=Nc1ccccc1)=C\C=C\Nc1ccccc1 | 73 | 59 | 65 | 63 | 51 | x | 73 | 84
O=C(Nc1ccc(NC(=O)c2cc(S(=O)(=O)Nc3ccc(C(F)(F)F)cc3)c(O)c(O)c2O)cc1)c1cc(S(=O)(=O)Nc2ccc(C(F)(F)F)cc2)c(O)c(O)c1O | 105 | 129 | 101 | 100 | x | 87 | 114 | 100
O=C1O/C(=C(/Br)c2ccccc2)c2ccccc21 | 102 | 102 | 120 | 101 | 94 | 110 | 87 | 116
O=S(=O)(NCCCNc1nccc(-n2cnc3ccccc32)n1)c1ccc(Cl)cc1 | 90 | 94 | 65 | 82 | 79 | 81 | 89 | 89
O=C(O)CCCN1C(=O)C2C3CCC(C3)C2C1=O (stereo not drawn) | 107 | x | 101 | 104 | 105 | 112 | 109 | 130
S=c1nc2oc(-c3ccccc3)c(-c3ccccc3)c2c(/N=C\c2ccco2)[nH]1 | 103 | 92 | 66 | 84 | 89 | 86 | 93 | 98

Quoted from the listing.
K-562 with O/C(C=Nc1ccccc1)=C\C=C\Nc1ccccc1 stands at 51
MCF7 with O=C(O)CCCN1C(=O)C2C3CCC(C3)C2C1=O (stereo not drawn) stands at 109
MDA-MB-468 with O=S(=O)(NCCCNc1nccc(-n2cnc3ccccc32)n1)c1ccc(Cl)cc1 stands at 94

Fetched by structure from the list above:
SMILES | BT-549 | MDA-MB-468 | T-47D | MOLT-4 | K-562 | SR | MCF7 | MDA-MB-231
CCc1cc2n(n1)-c1ncc(C(F)(F)F)cc1Oc1ccccc1-2 | 106 | 100 | 54 | 101 | 91 | 80 | 90 | 87
S=c1nc2oc(-c3ccccc3)c(-c3ccccc3)c2c(/N=C\c2ccco2)[nH]1 | 103 | 92 | 66 | 84 | 89 | 86 | 93 | 98
O=C(O)CCCN1C(=O)C2C3CCC(C3)C2C1=O (stereo not drawn) | 107 | x | 101 | 104 | 105 | 112 | 109 | 130
O=C(Cn1cc(CN2C(=O)c3ccccc3S2(=O)=O)nn1)Nc1ccc(F)cc1F | 98 | 100 | 89 | 95 | x | x | 91 | 102
